# Source: PubChem BioAssay (several laboratories)
# PfM18AAP inh = blocks P. falciparum M18 aspartyl aminopeptidase; inhibition, % at 7.35 µM; 290,000 compounds, 1.2% hits; recombinant PfM18AAP, H-Glu-NHMec fluorogenic cleavage;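 active = inhibition above the campaign mean inhibition over all tested compounds plus 3 SD, cut at about 28% in these data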;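 note: 0% = plate median of test compound wells and 100% = 2 mM ZnCl2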
# GPR7 antag = blocks human GPR7 receptor signaling. P48145. GPR7-expressing cells, fluorescence antagonist assay. inhibition, % at 4.4 µM. 290,000 compounds, 1.1% hits; in the data active = inhibition above about 16%, passing the limit was not always enough;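 note: cells stimulated with the agonist NPW; 0% = agonist with vehicle and 100% = vehicle without agonist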
# IDE act = boosts human insulin-degrading enzyme activity in HEK cells; P14735; AID 493087; activation, % at 5.96 µM; 340,000 compounds, 0.073% hits; FAbeta-B cleavage, fluorescence polarization; 0% vehicle, 100% cell-free pure enzyme wells;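 active = activation above the mean of all tested compounds plus 3 SD, set per screening campaign, cut at about 17% in these data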
# Target sequence (P14735 whole entry, looked up): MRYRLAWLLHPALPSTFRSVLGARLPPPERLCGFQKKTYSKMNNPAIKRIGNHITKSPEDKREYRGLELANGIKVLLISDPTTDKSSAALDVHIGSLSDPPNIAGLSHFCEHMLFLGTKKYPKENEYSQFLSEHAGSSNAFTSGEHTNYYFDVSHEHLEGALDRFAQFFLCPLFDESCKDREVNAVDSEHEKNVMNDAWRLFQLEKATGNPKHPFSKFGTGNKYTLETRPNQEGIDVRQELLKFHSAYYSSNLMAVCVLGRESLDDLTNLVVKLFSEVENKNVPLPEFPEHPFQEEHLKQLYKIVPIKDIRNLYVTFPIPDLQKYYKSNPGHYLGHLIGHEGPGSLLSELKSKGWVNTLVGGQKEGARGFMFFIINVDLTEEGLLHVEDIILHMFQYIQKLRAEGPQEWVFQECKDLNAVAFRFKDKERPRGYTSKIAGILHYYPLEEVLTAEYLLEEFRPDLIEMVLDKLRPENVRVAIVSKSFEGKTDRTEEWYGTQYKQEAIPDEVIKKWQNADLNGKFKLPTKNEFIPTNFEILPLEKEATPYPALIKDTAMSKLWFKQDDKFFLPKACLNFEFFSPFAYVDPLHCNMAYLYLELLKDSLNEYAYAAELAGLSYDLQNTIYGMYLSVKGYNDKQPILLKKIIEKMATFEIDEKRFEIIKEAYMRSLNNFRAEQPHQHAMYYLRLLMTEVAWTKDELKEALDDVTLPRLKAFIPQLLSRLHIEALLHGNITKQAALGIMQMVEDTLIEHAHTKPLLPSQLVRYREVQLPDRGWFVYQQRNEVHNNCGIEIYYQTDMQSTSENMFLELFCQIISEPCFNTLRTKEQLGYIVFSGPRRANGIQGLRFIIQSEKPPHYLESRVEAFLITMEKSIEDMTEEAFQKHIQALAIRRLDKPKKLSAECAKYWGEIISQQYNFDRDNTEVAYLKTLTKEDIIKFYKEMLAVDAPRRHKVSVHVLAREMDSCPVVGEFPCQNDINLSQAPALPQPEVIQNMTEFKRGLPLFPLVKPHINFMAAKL
# NALP1 inh = NALP1 inhibition. S. cerevisiae NALP1/ASC/caspase-1 growth, X-gal OD620, 72 h. inhibition, % at 10 µM. 280,000 compounds, 0.61% hits; in the data active = inhibition mostly above about 24%, no sharp cut-off; inactive = mostly below about 32%; note: some compounds called inactive have numbers as strong as hits
# IDE cell inh = cellular human IDE inhibition | P14735 | HEK cells, FAbetaB cleavage, fluorescence polarization | inhibition, % at 5.59 µM | 320,000 compounds, 0.41% hits | AID 434962;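 active = percent inhibition above the average of all tested compounds plus 3 SD, set per screening campaign, cut at about 16% in these data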;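 note: IDE supplied by intact live HEK cells; FP after avidin binding of uncleaved biotin substrate so inhibition keeps polarization high; 0% = DMSO wells and 100% = 60 µM reference IDE inhibitor Ii1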
# PHOSPHO1 inh = PHOSPHO1 (human) inhibition; Q8TCT1; recombinant PHOSPHO1, absorbance phosphatase assay; inhibition, % at 13.3 µM; 290,000 compounds, 1.1% hits; AID 1565; in the data active = inhibition above about 60%
# IMP-1 inhibitor = blocks Pseudomonas aeruginosa IMP-1 metallo-beta-lactamase; purified IMP-1, nitrocefin hydrolysis, epi-absorbance fluorescence; inhibition, % at 5.6 µM; 290,000 compounds, 0.45% hits;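 active = inhibition above the mean plus 3 SD of all compounds in the same screening run, cut at about 4.5% in these data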;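 note: 0% = IMP-1 with DMSO and 100% = DMSO wells lacking enzyme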
#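 Assay system: purified IMP-1; Quantity: IMP-1 0.2 nM before substrate addition; Medium: HEPES buffer pH 7.1 with ZnSO4 and Brij 35; Incubation: 15 min enzyme–compound preincubation, then 25 min nitrocefin reaction, 25 °C; Signal: fluorescence quenching readout, ex 480/em 530 nm; Controls: DMSO with and without IMP-1; Repeats: singlicate testing.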
# p-CIP stab down = p/CIP protein destabilization; Q05BA5; F442A p/CIP-EGFP cells, EGFP fluorescence, 16 h; decrease of EGFP signal, % at 10 µM; 290,000 compounds, 0.01% hits;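 active = EGFP signal decrease of at least 30% at 10 µM or well 3 SD below plate mean, unless failing retest; inactive = the rest, including hits failing retest or dose response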; note: some compounds called inactive have numbers as strong as hits; many of its hits are not listed in these tables
# VIM-2 inh = inhibitors of Pseudomonas aeruginosa VIM-2 metallo-beta-lactamase. 290,000 compounds, 0.89% hits. inhibition, % at 5.6 µM. purified VIM-2, nitrocefin hydrolysis, epi-absorbance fluorescence. AID 1527;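 active = inhibition above the mean of all tested compounds plus 3 SD, cutoff set per screening run, cut at about 7.5% in these data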;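 note: red hydrolysis product quenches plate fluorescence so inhibitors raise well fluorescence; 0% = enzyme with DMSO and 100% = DMSO without enzyme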
# Starred values were filed as active, the others as inactive; / = not tested or not shown. Outcome played no part in choosing rows. Share with any hit: about 5.3%.
SMILES,PfM18AAP inh,GPR7 antag,IDE act,NALP1 inh,IDE cell inh,PHOSPHO1 inh,IMP-1 inhibitor,p-CIP stab down,VIM-2 inh
COc1ccc2c(CCNC(=O)Nc3ccccc3)c[nH]c2c1,-2,-3,6,-14,2,63*,0.9,-5,1.4
Cc1ccc(-n2c(=O)c3ccccc3n(CC(=O)C(C)(C)C)c2=O)cc1,18,-4,1,3,-1,-22,-0.3,1,-1.2
CC(=O)c1c(N2CCOCC2)nc(=S)n(-c2ccc([N+](=O)[O-])cc2)c1C,-2,13,0,-6,4,0,-3.7,9,-4.0
Cc1cc(C)nc(-n2nc(C)c3c(C)c(C)c(C)nc32)n1,14,-2,/,8,/,17,-4.3,-4,-2.2
O=C(Nc1nc2c(s1)CCCC2)c1ccc(S(=O)(=O)N2CCCc3ccccc32)cc1,-1,-16,0,7,9,-1,-4.3,-11,-1.7
CCc1cc(=O)oc2c(C)c(OC(C)C(=O)N3CC[C@@]4(O)CCCC[C@H]4C3)ccc12 (stereo partly drawn),3,-9,5,4,-5,34,-3.7,-9,0.2
CCOC(=O)N1CCN(C(=O)Cn2nc(-c3ccc(Cl)cc3)ccc2=O)CC1,-3,-7,0,-10,2,55,-3.2,-2,-0.7
O=C(NCN1CCN(c2ccccc2F)CC1)c1ccccc1,5,-6,2,-2,1,12,-7.2,1,-4.8
COc1ccc(NC(=O)c2ccc(-c3ccc([N+](=O)[O-])cc3)o2)cc1,2,1,-3,6,-6,12,-2.6,-4,-1.4
CC(NC(=O)CCSc1nc(-c2ccc3c(c2)OCO3)cc(C(F)(F)F)n1)c1ccccc1 (stereo not drawn),-13,-10,5,-10,-6,-8,-3.0,-15,-2.9
CC(=O)N(Cc1cccs1)Cc1cc2cc(C)c(C)cc2nc1Cl,-3,-4,4,-2,-2,3,-2.3,11,-0.5
COc1ccc(NC(=O)N2CCCc3cc(C)ccc32)c(OC)c1,3,-15,-1,-5,-3,41,-2.1,5,-1.8
CCCCNC(=O)c1cc2c(=O)n3cccc(C)c3nc2n(CCN2CCOCC2)c1=N,1,9,4,21,4,0,-0.9,0,6.2
Cc1nn(CC2CCCCC2)c(N)c1-c1ccccc1,-4,7,2,-2,-2,26,-2.9,6,-7.4
COc1ccc2ccccc2c1CNCc1ccccn1,-6,-5,2,3,3,2,-2.9,-10,-3.3
CCCOc1cccc(C(=O)Nc2cccnc2)c1,0,-6,1,4,-8,7,-4.0,4,-5.1
CC(=O)Nc1ccc(S(=O)(=O)c2ccc([N+](=O)[O-])cc2)cc1,3,23,2,-8,2,26,-3.6,-26,-4.0
O=C(COc1ccc(F)c(Cl)c1)N1CCN(c2ccccn2)CC1,-2,2,0,11,-2,41,-1.8,4,-1.9
Cc1ccc(Nc2nc(-c3sc(NC(=O)c4ccco4)nc3C)cs2)cc1,8,-6,-1,31,4,47,-3.9,-13,-2.8
CCCn1c2c(c(O)c(C(=O)Nc3nc4ccccc4s3)c1=O)CCCC2,-3,14,1,2,4,6,-3.1,0,-1.4
COCCCn1cnnc1SCC(=O)Nc1ccc(S(=O)(=O)N2CCCC2)cc1,-16,13,1,2,4,6,0.4,-11,-1.0
COc1cc2c(cc1OC)C1=C(C#N)CC/C(=N\S(=O)(=O)c3cccc(Cl)c3)N1CC2,7,-7,6,-2,-8,24,-2.3,-15,-0.6
O=C(Nc1ccc(S(=O)(=O)Nc2ccccn2)cc1)c1cccc([N+](=O)[O-])c1,1,-19,5,6,-1,43,-3.1,-3,-2.6
COc1ccc(N2C(=O)CC(N(Cc3ccc(S(N)(=O)=O)cc3)C(C)=O)C2=O)cc1 (stereo not drawn),-5,-15,-5,8,1,10,3.2,-8,-0.9
CC1(OC(=O)CCc2ccccc2)C(=O)C=C2C=C(c3ccc(C#N)cc3)N(Cc3ccccc3)C=C2C1=O (stereo not drawn),/,/,3,/,-2,0,/,-6,/
CC1CCC2C(=O)N(c3ccc(C(=O)Oc4cccc5cccnc45)cc3)C(=O)C2C1 (stereo not drawn),5,7,2,71*,0,-14,-3.8,3,-2.5
CCOc1ccc(C(=O)O)cc1OC,-1,-6,4,8,-5,32,-2.6,1,-0.1
Cc1ccc(N(CC(O)CN2CCCCC2)S(=O)(=O)c2ccccc2)cc1 (stereo not drawn),-8,-6,2,4,3,13,-2.5,-16,-1.1
Cc1cccc(C(=O)NCCC(=O)Nc2ccc(C)c(F)c2)c1,10,-2,5,8,6,36,0.2,3,-0.2
CN1CCN(C2=Cc3cc(Cl)ccc3Sc3cc(F)ccc32)CC1,2,-1,2,19,4,15,0.1,-3,-0.6
CCN1CCN(c2cc(C)c3cc(NC(=O)c4cccnc4Cl)ccc3n2)CC1,3,-9,2,1,-4,24,-4.0,-4,-2.6
CC/C=C/C(=O)N1CC2(CC(c3cccc(NC(=O)COc4ccc(Cl)cc4)c3)=NO2)C[C@H]1C(N)=O (stereo partly drawn),/,/,0,/,3,44,/,-6,/
O=C(CCCN1C(=O)/C(=C/c2ccccc2Cl)SC1=S)NNC(=O)c1ccc(Cl)cc1Cl,-9,-1,1,/,-1,25,-3.1,-17,-5.0
CN1CCN(C(=O)c2ccccc2-c2nc(-c3ccccc3)no2)CC1,2,4,2,10,-2,12,-0.6,-2,0.3
O=C(COc1ccccc1[N+](=O)[O-])N(Cc1ccccc1)c1ccccn1,-1,-5,4,16,-1,38,-1.5,-29,-1.4
Cc1csc(NC(=O)c2c(-c3c(Cl)cccc3Cl)noc2C)n1,4,-11,4,22,-6,19,-4.4,1,-1.4
COc1cc(/C=C2\C(=N)N3N=C(S(C)(=O)=O)SC3=NC2=O)cc(OC)c1OCCOc1cccc(C)c1,-3,28,-2,3,8,15,-2.8,-3,-4.5
Clc1ccc(CN2CCCCCCC2)cc1,-6,-2,-3,32,7,1,-2.1,-3,-2.6
CN(C)c1cc(N/N=C\c2ccccc2)nc(N(C)C)n1,10,-3,-7,-2,-2,-5,-3.1,-12,-1.5
COC(=O)c1cnn(-c2cc(Oc3cccc(C)c3)ncn2)c1N,-3,8,8,10,-4,11,-1.8,-5,-4.5
O=C(CN(Cc1cccs1)C(=O)CNS(=O)(=O)c1ccc(Cl)cc1)NCc1ccco1,1,-9,-7,10,-2,3,-3.9,10,-1.5
O=C(COC(=O)CCc1c[nH]c2ccccc12)Nc1ccc([N+](=O)[O-])cc1,-16,26*,-4,3,-1,-9,0.2,8,6.2
Cc1ccc(S(=O)(=O)N(C)c2ccc(C(=O)N3CCC(C(N)=O)CC3)cc2)cc1,-1,-11,-2,/,2,-27,-2.4,-5,-2.4
CC(C)(C)N1C(=O)[C@H]2[C@@H](c3ccc(Br)cc3)N3C(=O)N(c4ccc(Br)cc4)C(=O)[C@@]3(Cc3ccccc3)[C@H]2C1=O,2,-9,3,4,5,26,-2.3,4,-3.6
O=C(CNC(=S)N(Cc1ccccc1F)C1CCCCC1)NCCCN1CCOCC1,1,-2,-2,-4,6,-1,-2.7,3,-4.7
O=C(c1ccc(Cn2c(=S)[nH]c3ccc(Br)cc3c2=O)cc1)N1CCN(C2CCCCC2)CC1,4,-22,-3,-1,5,11,-3.8,3,-3.9
O=C(/C=C/c1cccs1)N1CCc2ccccc21,-2,8,-2,43,-2,-5,-1.2,-9,-3.2
CCN(CC)S(=O)(=O)c1ccc(NC(=O)COC(=O)CCc2cc(OC)c(OC)c(OC)c2)cc1,-7,-6,8,14,-2,2,-2.3,7,-0.7
CCCCCCn1c(C(C)NC(=O)c2ccco2)nc2ccccc21 (stereo not drawn),3,0,5,6,-3,-60,0.7,-2,-0.7
CC(=O)Nc1ccc2c(c1)NC(=O)CC2,5,-18,-3,18,2,28,-2.3,-4,-2.6

# Another view of some results above:
# Fields: PfM18AAP inh, GPR7 antag, IDE act, NALP1 inh, IDE cell inh, PHOSPHO1 inh, IMP-1 inhibitor, p-CIP stab down, VIM-2 inh
> O=C(CNC(=S)N(Cc1ccccc1F)C1CCCCC1)NCCCN1CCOCC1
 : 1, -2, -2, -4, 6, -1, -2.7, 3, -4.7
> O=C(c1ccc(Cn2c(=S)[nH]c3ccc(Br)cc3c2=O)cc1)N1CCN(C2CCCCC2)CC1
 : 4, -22, -3, -1, 5, 11, -3.8, 3, -3.9
> O=C(/C=C/c1cccs1)N1CCc2ccccc21
 : -2, 8, -2, 43, -2, -5, -1.2, -9, -3.2

# Other structures:
SMILES,PfM18AAP inh,GPR7 antag,IDE act,NALP1 inh,IDE cell inh,PHOSPHO1 inh,IMP-1 inhibitor,p-CIP stab down,VIM-2 inh
C=CCn1c(=N)n(CC(=O)O)c2ccccc21,2,-12,0,20,-4,3,-1.9,-3,-2.5
COc1cccc(NC(=O)Cn2cc(C#N)c3ccccc32)c1,-6,-8,7,-4,3,14,-3.2,2,-0.4
O=C(CCC(=O)Nc1ccccc1Cl)NN=C1CCCC1,-1,-6,-1,-2,/,12,-4.5,-2,-3.2
CCCCCCC(=O)OCC(=O)c1ccc2c(c1)NC(=O)CO2,5,-7,7,-31,-3,28,-1.0,1,-1.4
COc1ccc2nc(-c3cccc(N)c3)[nH]c2c1,8,-12,0,6,2,-7,-6.2,-33,-4.9
Cc1nn(-c2ccccc2)cc1/C=N/NC(=O)c1cccs1,-2,-10,-1,/,1,12,-5.4,-20,-5.6
O=C(c1ccc(CS(=O)Cc2ccc(Cl)cc2)o1)N1CCN(c2cccc(Cl)c2)CC1 (stereo not drawn),1,-5,2,-28,-6,7,-3.3,-7,-2.1
COc1ccc(OC)c2[nH]c(=O)c(CCNC(=O)C3CCCCC3)cc12,-9,10,5,7,5,-7,-1.8,-8,-1.5
O=C1CC(Nc2ccc(N3CCOCC3)cc2)C(=O)N1c1ccccc1F (stereo not drawn),8,4,8,-52,5,-2,-14,3,-5.6
O=C(O)c1ccccc1-c1ccccc1C(=O)Nc1cccc2ccccc12,4,6,8,-7,-4,18,-3.5,-9,-2.5
CC(=O)NCCNc1ccc([N+](=O)[O-])cc1C#N,2,-9,0,-20,-7,20,-1.3,11,-0.3
CCCCC(=O)N/N=C/c1ccc(N2CCOCC2)c([N+](=O)[O-])c1,-6,-11,4,29,1,11,-2.1,1,-1.9
Cn1c(CC(=O)Nc2ccccc2F)nnc1SCC(=O)N1CCOCC1,0,-9,7,1,3,-7,-3.3,0,-0.7
OC1CCN(Cc2ccc3ccccc3c2)CC1,1,-14,3,11,/,29,-1.6,-12,-3.3
O=C(NC1CCCC1)C1CC(=O)N(C2CCCCCCC2)C1 (stereo not drawn),-3,5,2,-3,-2,40,-2.7,-1,-2.4
O=C(CCS(=O)(=O)c1ccc(Br)cc1)NC1CCCCCC1,7,2,7,0,2,8,4.4,-16,-2.4
Oc1ccc(C2Nc3cccc4cccc(c34)N2)c(O)c1,-5,-7,6,4,6,42,-2.9,-7,-2.9
O=C1OCCN/C1=C\C(=O)c1ccccc1,5,15,4,11,6,-10,-2.7,-3,-0.5
CN(C)N=Nc1nc2c([nH]1)c(=O)n(C)c(=O)n2C,-4,-8,3,3,2,28,-4.0,-1,-2.4
CC1CCCCN1S(=O)(=O)c1ccc(C(=O)Nc2ccccc2-c2nc3ccccc3[nH]2)cc1 (stereo not drawn),0,-10,1,21,-3,-19,-3.1,-17,-4.2
O=C(NCCS(=O)(=O)N1CCN(c2ccc(F)cc2)CC1)c1ccc(Br)o1,4,8,-3,-4,4,29,-2.2,1,-5.3
